Source: PubChem BioAssay
TcdB inh: blocks C. difficile toxin B glycohydrolase activity; P18177; TcdB glycohydrolase enzymatic assay, plate reader; inhibition, % at 9.99 µM; 350,000 compounds, 0.24% hits; AID 652162; in the data active = inhibition above about 10%
BH1578 lux ind: induces V. cholerae light production without autoinducers | V. cholerae BH1578 lux reporter, luminescence, 6 h | activation, % at 18.7 µM | 350,000 compounds, 0.16% hits | AID 588436; in the data active = activation mostly above about 9.7%, no sharp cut-off; note: not every result past the cut was called active; inactives centre near 0; reference of the scale not given here
DUSP3 inh: blocks human VHR1 dual specificity phosphatase; P51452; recombinant VHR phosphatase, pNPP absorbance; inhibition, % at 13.3 µM; 290,000 compounds, 0.52% hits; AID 1654; in the data active = inhibition above about 50%; note: some compounds called inactive have numbers as strong as hits
Target sequence (P51452 whole entry, looked up): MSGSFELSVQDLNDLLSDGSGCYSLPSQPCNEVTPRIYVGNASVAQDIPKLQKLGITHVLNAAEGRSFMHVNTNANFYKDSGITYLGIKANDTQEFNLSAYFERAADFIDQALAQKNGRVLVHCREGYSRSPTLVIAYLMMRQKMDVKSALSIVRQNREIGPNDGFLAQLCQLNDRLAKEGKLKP
SARS 3CLpro inh: SARS-CoV 3CLpro protease inhibition | P0C6X7 | recombinant SARS-CoV 3CLpro, quenched FRET peptide cleavage | inhibition, % at 6 µM | 290,000 compounds, 0.14% hits; in the data active = inhibition above about 12%
CCHFV vOTU inh: CCHFV vOTU protease inhibition | Pep-AMC fluorescence | inhibition, % at 11.5 µM | 370,000 compounds, 0.55% hits; in the data active = inhibition above about 30%; note: 0% = vehicle wells with enzyme and 100% = no enzyme wells
PrPC TRFRET: reduces human prion protein on the cell surface; 370,000 compounds, 0.43% hits; inhibition, % at 13.8 µM; cell surface PrPC, TR-FRET read-out; P04156; in the data active = inhibition above about 24%; note: 0% = median of the test wells and 100% = reference compound wells
Rv3671c protease: Rv3671c (M. tuberculosis) protease inhibition; P9WHR9; inhibition, % at 5.96 µM; 320,000 compounds, 0.048% hits; AID 2606; in the data active = inhibition above about 38%;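 note: extracellular domain of Rv3671c used as enzyme; 0% = enzyme with DMSO and 100% = no enzyme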
Target sequence (P9WHR9 whole entry, looked up, the tested form may be a part): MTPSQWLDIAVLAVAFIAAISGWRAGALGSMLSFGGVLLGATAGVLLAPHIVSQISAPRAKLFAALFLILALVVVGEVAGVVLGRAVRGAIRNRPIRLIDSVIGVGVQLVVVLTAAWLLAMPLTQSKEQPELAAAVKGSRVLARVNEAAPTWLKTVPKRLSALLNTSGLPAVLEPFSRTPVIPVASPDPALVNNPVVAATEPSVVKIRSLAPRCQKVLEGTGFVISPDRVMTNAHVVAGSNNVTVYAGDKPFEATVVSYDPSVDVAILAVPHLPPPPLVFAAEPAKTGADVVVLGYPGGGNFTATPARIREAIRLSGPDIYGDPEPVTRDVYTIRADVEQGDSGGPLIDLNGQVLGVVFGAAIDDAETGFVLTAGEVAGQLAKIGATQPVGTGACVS
MazEF act: activators of E. coli MazEF toxin-antitoxin RNase | P0AE70 | FAM/BHQ RNA-DNA oligo cleavage fluorescence, 5 h | activation, % at 20 µM | 350,000 compounds, 0.32% hits | AID 504720; in the data active = activation above about 50%
Target sequence (P0AE70 whole entry, looked up): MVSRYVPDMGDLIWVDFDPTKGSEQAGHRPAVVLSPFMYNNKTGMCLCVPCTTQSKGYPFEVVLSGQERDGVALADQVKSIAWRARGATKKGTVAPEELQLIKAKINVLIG
Yp Topo-I inh: inhibitors of Yersinia pestis topoisomerase I; Y. pestis Topo-I cleavage product accumulation, plate reader; AID 504884; 360,000 compounds, 0.064% hits; activity, % at 10 µM; in the data active = activity above about 50%, passing the limit was not always enough; note: inactives centre near 2
PriA SSB inh: inhibitors of Klebsiella pneumoniae PriA binding to SSB C-terminal tail; AlphaScreen SSBct-PriA binding, biotinylated peptide; inhibition, % at 33 µM; 430,000 compounds, 0.6% hits; in the data active = inhibition mostly above about 37%, no sharp cut-off; inactive = mostly below about 20%;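 note: plate controls were negative control peptide for no effect and reference peptide for full effect; strong numbers were not always called active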
Starred values were filed as active, the others as inactive; i = inactive; / = not tested or not shown; & = joins results of further samples. A portion of the library. The share of hits here may be higher or lower than overall.

SMILES	TcdB inh	BH1578 lux ind	DUSP3 inh	SARS 3CLpro inh	CCHFV vOTU inh	PrPC TRFRET	Rv3671c protease	MazEF act	Yp Topo-I inh	PriA SSB inh
O=C(c1ccc(F)cc1)C1CCN(C(=O)N2CCOCC2)CC1	/	i	-2	-1	3	10	5	2	2	-11
COc1ccc(C(=O)OC2C[C@H]3CC[C@@H](C2)N3O)cc1OC (some centres not stated)	2.9	-18	-5	-2	-12	0	-4	9	6	3
CCn1nc(C(=O)OCC(=O)NC(C)C)c2ccccc2c1=O	0.4	0.6	26	1	1	4	-11	2	2	-12
CCc1cccc(NC2c3ccccc3C(=O)N2c2ccc(C)cn2)c1 (configuration not stated)	2.6	i	25	1	4	3	1	-2	16	-7
COC(=O)c1ccccc1S(=O)(=O)N(CCCO)Cc1cc2c(C)ccc(C)c2[nH]c1=O	2.1	i	2	-4	-15	6	0	5	7	16
CNC(=O)c1ccc(Nc2nc(-c3ccccc3)nc3ccccc23)cc1	0.7	-0.7	36	0	12	6	-30	16	-16	5
COc1cccc(C(O)c2ncc(-c3ccc(C(F)(F)F)cc3)[nH]2)c1 (configuration not stated)	0.5	-0.2	/	/	-1	10	/	/	-8	/
COc1ccc(-c2ccc(SCC(=O)NCc3ccco3)nn2)cc1	/	-0.2	15	0	1	-4	1	-4	3	-10
CCOC(=O)c1c(C2CC2)csc1NC(=O)COC(=O)c1cnc(Cl)c(Cl)c1	-0.5	i	-8	0	-9	6	-15	-15	12	-3
O=C(COc1ccc(Cl)cc1)NCCCNC(=O)c1ccccn1	0.6	-0.3	-3	-6	7	-5	-9	-2	6	-13
O=C(CC12CC3CC(CC(C3)C1)C2)NCO	/	-0.4	0	2	-4	-1	5	2	-3	2
CCOC(=O)c1csc(COc2ccccc2Cl)n1	-0.6	-0.2	4	-1	-1	1	-9	1	-3	-7
O=C(N/N=C/c1cccn1-c1ccc(O)cc1)c1cccc2ccccc12	0.9	0.9	14	-4	18	-6	-18	23	4	/
CN(C)S(=O)(=O)c1cccc(NC(=O)COC(=O)COc2ccccc2[N+](=O)[O-])c1	-1.9	i	13	0	16	1	4	-17	1	1
CCOc1ccc(NC(=O)N(CC(C)C)CC(C)C)cc1	/	i	-6	5	5	10	0	8	0	-1
CN1CCN(c2nnc(-c3ccc(Cl)cc3)c3ccccc23)CC1	0.3	i	/	-4	-10	-4	-6	-5	0	-9
COc1cc(S(=O)(=O)n2cnc(C)c2)ccc1Br	0.0	-0.2	-10	3	-9	3	0	-3	2	5
CCCn1nc([N+](=O)[O-])c(C(C#N)c2nc3ccccc3s2)c(Cl)c1=O (configuration not stated)	/	i	5	2	18	-50	40*	-3	-3	55*
O=C(CN1CCCCCC1)Nc1cc(C(F)(F)F)ccc1Cl	3.6	-0.1	22	5	7	2	-2	1	-1	-8
O=C(CN1C(=O)c2ccccc2C1=O)Nc1nnc(C2CCCO2)s1 (configuration not stated)	1.4	i	-18	0	/	/	-10	4	-3	0
CC(=O)c1ccc(OCC(=O)Nc2ccccc2C(=O)NC2CC2)cc1	-0.3	-0.5	24	3	-20	6	9	6	-2	-9
O=C(Cc1cccc([N+](=O)[O-])c1)Nc1ccc(C(=O)N2CCCCC2)cc1	0.4	i	/	/	-6	-12	-1	1	-3	-16
O=C(Nc1cccc(C(F)(F)F)c1)C(=O)N1CCCCC1	0.8	i	13	3	7	5	-4	0	-5	-1
O=C(/C=C/c1ccc2c(c1)OCO2)Nc1ccc(Cl)cn1	1.4	-0.2	17	3	-5	9	-10	-1	-1	-12
CCN1C(=O)[C@H]2[C@@H](c3ccc(-c4ccccc4)cc3)N3CCCC[C@@]3(C(=O)OC)[C@H]2C1=O	1.0	-3.7	/	/	-6	3	-6	-1	17	4
Cn1cc(CCNC(=O)C2CCC(=O)N(CCc3ccc(Cl)cc3)C2)cn1 (configuration not stated)	0.7	-0.3	23	3	-15	4	-4	-3	5	-10
Cc1nn(-c2ccc(Cl)cc2)c(Cl)c1/C=N/NC(=O)c1ccc(NS(=O)(=O)c2cccs2)cc1	-0.1	-0.3	/	/	5	2	-156	-12	-2	/
COc1ccc(NC(C)=O)cc1NC(=O)CN1CCN(S(=O)(=O)c2ccc(C(C)C)cc2)CC1	/	-0.4	11	0	9	-9	-3	0	-3	-9
COc1ccc(C)cc1NC(=O)CCN1CCN(c2ccccc2)CC1	0.0	i	2	1	-9	0	-1	6	17	13
COc1ccc(NC(=O)c2cc([N+](=O)[O-])ccc2NC(=O)CNCc2ccccn2)c(OC)c1	2.8	-1.8	26	1	12	-29	-4	4	6	-1
CCC(C)C(=O)N1CCc2cc(-c3csc(N)n3)ccc21 (configuration not stated)	/	-4.5	13	-4	7	-1	0	-6	-7	-11
O=C(c1ccc(Cl)cc1)c1cn[nH]c1-c1ccccc1O	/	-0.7	28	-2	-1	-7	2	4	-4	-11
O=c1c(Cc2ccccc2)c(O)nc2n1CCCS2	/	-1.4	39	-1	19	7	2	2	-1	-22
CCC(=O)c1c[nH]c(C(=O)N2CCOCC2)c1	-0.1	0.0	6	1	-7	2	0	-6	0	-10
NC(=O)CC(NC(=O)Cc1cccc2ccccc12)c1ccc(NCC2CC2)c([N+](=O)[O-])c1 (configuration not stated)	/	-1.0	7	/	-7	-8	-5	7	4	-7
CCOc1ccc(-c2nnc(SCc3nnc(-c4ccccc4)o3)n2-c2ccccc2F)cc1	/	i	7	-3	2	-8	-4	-6	34	-11
Cc1cc(-c2ccc(C)c(S(=O)(=O)NCCCN(Cc3ccccc3)C(C)C)c2)on1	0.8	13	73	-1	15	-3	-5	-6	12	11
O=C(C1=C[C@@H](c2coc3ccccc3c2=O)C[C@@H](OCc2ccc(CO)cc2)O1)N1CCCCCCC1	/	i	3	3	/	/	11	6	33	-14
Fc1ccc(Nc2c3c(nc4ccccc24)CCC3)cc1	1.9	-0.3	22	-3	-10	15	-4	3	2	14
O=C(Nc1cccc(Cl)c1Cl)c1ccncc1	/	i	21	6	2	1	4	0	-1	-12

Two of these compounds in a different format:
Compound,TcdB inh,BH1578 lux ind,DUSP3 inh,SARS 3CLpro inh,CCHFV vOTU inh,PrPC TRFRET,Rv3671c protease,MazEF act,Yp Topo-I inh,PriA SSB inh
CCN1C(=O)[C@H]2[C@@H](c3ccc(-c4ccccc4)cc3)N3CCCC[C@@]3(C(=O)OC)[C@H]2C1=O,1.0,-3.7,/,/,-6,3,-6,-1,17,4
Cn1cc(CCNC(=O)C2CCC(=O)N(CCc3ccc(Cl)cc3)C2)cn1 (configuration not stated),0.7,-0.3,23,3,-15,4,-4,-3,5,-10

The listing continues.
SMILES	TcdB inh	BH1578 lux ind	DUSP3 inh	SARS 3CLpro inh	CCHFV vOTU inh	PrPC TRFRET	Rv3671c protease	MazEF act	Yp Topo-I inh	PriA SSB inh
NC(=S)NN=C1CCCCC12CCCC2	-4.4	i	/	/	-8	2	/	5	2	-7
COc1ccc(N2C(=O)c3ccccc3C2=O)cc1	-2.3	-0.2	30	1	-7	-1	-9	3	0	9
COc1ccc(/C(O)=C2\C(=O)C(=O)N(Cc3ccco3)C2c2cc(OC)ccc2OC)cc1 (configuration not stated)	/	-1.4	-14	-5	9	6	3	2	-2	/
O=S(=O)(c1ccc2[nH]ccc2c1)N1CCCCCC1	2.5	-0.5	19	2	1	2	-7	7	4	-5
Cc1ccc(NC(=O)c2cc(-c3ccco3)on2)cc1C	/	-0.2	11	1	0	0	0	-3	7	2
CC1=Nc2ccccc2/C1=C/c1sc(=O)n(CC(=O)N2CCCC2)c1O	/	i	20	-3	-2	-17	-3	2	-3	/
CC1Cc2cc(/C(O)=C3/C(=O)C(=O)N(CCN4CCOCC4)C3c3cccc(O)c3)ccc2O1 (configuration not stated)	/	3.1	1	5	4	0	7	6	7	/
O=C(CSc1n[nH]c(=O)[nH]c1=O)Nc1ccc(C(=O)O)cc1	1.3	-3.7	22	2	0	-13	-4	4	4	-1
O=C(CSc1nccc(-c2cccs2)n1)Nc1ccc(F)c(Cl)c1	-0.6	-0.2	36	6	15	9	-30	9	3	4
Cc1ccc(C(=O)COC(=O)CCN2C(=O)C3C4CC(C(Br)C4Br)C3C2=O)cc1 (configuration not stated)	/	-0.1	7	-1	-20	0	-1	-3	-8	-11
O=C1CC(c2cccc([N+](=O)[O-])c2)c2ccc3ccccc3c2N1 (configuration not stated)	/	i	24	3	-9	-11	-8	-3	26	26
COc1ccccc1Oc1ccc2c(c1)C(=O)N(CC(=O)O)C2=O	1.1	5.6	/	-1	/	/	-6	0	-16	-8
Cc1ccc(NC(=O)Nc2cccc(C)n2)cc1	1.7	1.4	-9	1	14	-9	0	4	12	-16
Cc1ccc(CNC(=O)NCc2ccccc2)cc1	1.4	-0.5	28	4	-10	2	3	-1	-2	3
Cc1ccc(/C=C/C(=O)NCc2ccco2)o1	/	/	-1	4	3	-3	0	/	/	/
CC(Sc1ccc2ccccc2n1)C(=O)O (configuration not stated)	/	i	22&21	-3&-1	11&7	115*	/	7	-5	-2
COC(=O)C1=NN(c2ccccc2)C2(S1)S/C(=C\c1ccccc1)C(=O)N2c1ccccc1 (configuration not stated)	/	i	30	-2	-2	1	-5	-6	0	3
CCCCCCCCC/C(=N\O)c1ccccn1	/	-1.3	12	4	20	1	5	-4	23	/
O=C(NCCc1ccccc1F)C(=O)Nc1nccs1	/	-7.7	14	-9	8	0	-2	-2	4	-8
Cc1ccc2c(c1)N=C(c1ccc(F)cc1)CO2	/	-0.9	-12	3	13	2	8	3	-1	2
O=C(O)CSC(=S)N1CC2CC(C1)c1cccc(=O)n1C2 (configuration not stated)	-0.3	i	36	3	5	-8	-3	0	4	-9
Cc1ccc(C(C[N+](=O)[O-])c2c(C)[nH]n(-c3ccccc3)c2=O)cc1 (configuration not stated)	-3.1	-0.2	-5	-7	23	4	-67	-4	-3	15&9
Cc1cc(NS(=O)(=O)c2ccc(NC(=O)COc3c(C)cc(Br)cc3C)cc2)no1	0.5	-0.4	12	4	31*	-7	2	1	25	7
CC(=O)N(c1ccc(Cl)cc1)c1nc(C)cc(C)c1C#N	1.2	0.7	12	1	0	2	-10	4	1	-8
Cc1nc2ncnn2c(C)c1CCC(=O)O	/	i	-1	-1	29	2	8	5	3	-3&-8
CCOc1ccccc1NC(=O)CN1CCC(NC(=O)c2ccccc2C)CC1	-0.4	-0.3	11	4	8	-2	4	-1	13	0
COCCNc1nc(NCc2ccccc2OC)c2sccc2n1	0.0	i	/	/	14	9	/	/	-1	/
Cc1ccc(S(=O)(=O)NCC(=O)N(CC(=O)NC(C)(C)C)Cc2ccc3c(c2)OCO3)cc1	0.8	-0.5	-6	1	3	0	-2	12	8	1
COc1ccc(C2CC(c3cccc(Br)c3)=NN2c2ccc(S(N)(=O)=O)cc2)cc1 (configuration not stated)	0.8	i	/	/	-60	1	/	-14	-8	-3
COc1cccc(N(CC(=O)NCc2ccco2)C(=O)CCC(=O)Nc2nccs2)c1	0.3	-0.3	-8	-1	2	6	5	-4	1	-3
C[N+]1(C)CCOC(O)(c2ccc(-c3ccc(C4(O)C[N+](C)(C)CCO4)cc3)cc2)C1 (configuration not stated)	0.5	i	-18	1	-6	9	-5	6	-1	-7
CC(C#N)On1c(SC(C)C#N)nc2ccccc2c1=O (configuration not stated)	/	12	-2	9	4	0	1	10	0	-4

Arranged by formula weight (rising): 5 of the compounds above.
SMILES	TcdB inh	BH1578 lux ind	DUSP3 inh	SARS 3CLpro inh	CCHFV vOTU inh	PrPC TRFRET	Rv3671c protease	MazEF act	Yp Topo-I inh	PriA SSB inh
COCCNc1nc(NCc2ccccc2OC)c2sccc2n1	0.0	i	/	/	14	9	/	/	-1	/
CCOc1ccccc1NC(=O)CN1CCC(NC(=O)c2ccccc2C)CC1	-0.4	-0.3	11	4	8	-2	4	-1	13	0
C[N+]1(C)CCOC(O)(c2ccc(-c3ccc(C4(O)C[N+](C)(C)CCO4)cc3)cc2)C1 (configuration not stated)	0.5	i	-18	1	-6	9	-5	6	-1	-7
COc1cccc(N(CC(=O)NCc2ccco2)C(=O)CCC(=O)Nc2nccs2)c1	0.3	-0.3	-8	-1	2	6	5	-4	1	-3
COc1ccc(C2CC(c3cccc(Br)c3)=NN2c2ccc(S(N)(=O)=O)cc2)cc1 (configuration not stated)	0.8	i	/	/	-60	1	/	-14	-8	-3
